Screens deposited in PubChem by Broad Institute.
PGC1a acetyl inh: inhibitors of PGC1a acetylation signal, primary screen, cell-based, U2OS, AlphaScreen, inhibitor mode; inhibition, % at 15.6 µM; 0.17% of 350,000 active; AlphaScreen anti-acetyl-lysine; with virally co-expressed GCN5 acetyltransferase;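 active = every replicate shows inhibition of at least 40%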;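 note: 0% = neutral control wells and 100% = positive control wells; some results beyond the cut were filed as inactive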
PAX8 reporter: inhibitors of PAX8-driven TPO luciferase reporter, primary screen, RMG-I cells, single concentration; SteadyGlo, 24 h; inhibition, % at 12.6 µM; 1.2% of 360,000 active; AID 652154, 2013;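 active = mean replicate inhibition at least 60% with every replicate also reaching 60%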;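 note: luciferase light reporting Pax8 driven TPO promoter activity; plate controls were median of neutral control wells for no effect and mitoxantrone controls for full effect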
FN deposition inh: inhibitors of fibronectin matrix deposition, primary screen, AH1F cells, Alexa488-fibronectin fluorescence, plate reader; 0.086% of 350,000 active; AH1F fibroblasts, overnight; inhibition, % at 12.6 µM;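 active = mean inhibition across replicates of 30% or more, regardless of how many single replicates reach that level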;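 note: positive control wells lacked labelled fibronectin entirely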
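test system = AH1F fibroblasts assembling fluorescent fibronectin matrix | quantity = 10000 AH1F cells per well | buffer or medium = DMEM plus 2% serum, read in PBS | doses = single dose, pinned | incubation = 1 h cell attachment, overnight exposure to compound and label | detection = fluorescence at 485 nm excitation, 525 nm emission | read-out basis = inhibition from reduced deposited-fibronectin fluorescence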
ERAP1 HTS inh: human ERAP1 aminopeptidase inhibitors, primary screen, biochemical, single point, plate reader | inhibition, % at 10.7 µM | 0.15% of 340,000 active | recombinant ERAP1, Leu-AMC fluorescence, 60 min | Endoplasmic reticulum aminopeptidase 1 (Homo sapiens), Q9NZ08;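 active = mean replicate inhibition of at least 30%, or all replicates individually reaching that 30% level; inactive = mean below 30% and not every replicate reaching it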;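 note: 0% = neutral control wells and 100% = L-leucinethiol positive control wells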
Target sequence (Q9NZ08 whole entry, looked up): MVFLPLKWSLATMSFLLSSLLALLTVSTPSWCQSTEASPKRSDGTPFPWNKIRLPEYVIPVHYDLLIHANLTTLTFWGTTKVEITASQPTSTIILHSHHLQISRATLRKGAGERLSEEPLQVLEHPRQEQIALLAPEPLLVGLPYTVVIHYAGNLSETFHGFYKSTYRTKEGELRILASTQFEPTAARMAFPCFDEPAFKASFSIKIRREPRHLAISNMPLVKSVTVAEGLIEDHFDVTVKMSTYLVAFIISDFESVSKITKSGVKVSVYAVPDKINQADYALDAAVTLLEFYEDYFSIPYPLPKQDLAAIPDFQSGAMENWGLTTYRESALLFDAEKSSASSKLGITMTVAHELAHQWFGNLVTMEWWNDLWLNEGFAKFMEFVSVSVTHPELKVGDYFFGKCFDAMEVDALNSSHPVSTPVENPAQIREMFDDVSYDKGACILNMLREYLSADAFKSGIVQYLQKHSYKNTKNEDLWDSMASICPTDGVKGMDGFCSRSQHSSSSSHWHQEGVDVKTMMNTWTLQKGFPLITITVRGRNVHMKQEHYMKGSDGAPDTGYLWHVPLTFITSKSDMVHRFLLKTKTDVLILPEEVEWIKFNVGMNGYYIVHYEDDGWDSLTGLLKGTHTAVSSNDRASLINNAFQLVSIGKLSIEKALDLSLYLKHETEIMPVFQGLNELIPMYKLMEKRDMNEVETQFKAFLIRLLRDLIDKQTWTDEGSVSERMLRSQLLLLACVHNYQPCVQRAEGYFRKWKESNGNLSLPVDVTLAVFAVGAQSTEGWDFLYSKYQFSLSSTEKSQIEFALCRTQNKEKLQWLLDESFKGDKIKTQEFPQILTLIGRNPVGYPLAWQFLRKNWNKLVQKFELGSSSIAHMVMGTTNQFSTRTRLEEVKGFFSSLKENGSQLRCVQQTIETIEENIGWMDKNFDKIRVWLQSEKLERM
EWS-Fli inh: EWS/Fli-driven NR0B1 reporter inhibitors, primary screen, A673 cells, NR0B1 luciferase, luminescence, MLPCN library; viability-normalised; inhibition, % at 12.6 µM; 0.67% of 350,000 active; AID 651661, 2012;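 active = mean inhibition of at least 50% after viability correction, with every replicate also passing that limit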;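 note: firefly luciferase signal divided by Alamar Blue viability fluorescence both relative to DMSO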
LGR2 inh: inhibitors of bursicon-induced LGR2 CRE-luciferase signal, primary screen, cell-based, HEK293, CRE-luciferase reporter, bursicon stimulation. 0.35% of 380,000 active. AID 720647, 2013. inhibition, % at 9.99 µM. bursicon-stimulated, 4 h;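 active = drop in luminescence signal, shown as inhibition above about 50% in the replicate tests, limit read from the data, passing the limit was not always enough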;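 note: agonist challenge used bursicon conditioned medium at about half maximal strength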
PglD inh: C. jejuni PglD acetyltransferase inhibitors, primary screen, biochemical, DTNB colorimetric, single point; purified PglD enzyme, DTNB colorimetric CoA detection; inhibition, % at 12.5 µM; UDP-N-acetylbacillosamine N-acetyltransferase PglD (Campylobacter jejuni); 0.098% of 360,000 active; AID 602405, 2012; in the data active = inhibition above about 16%, passing the limit was not always enough; note: strong numbers were not always called active
S100A4 inh HTS: inhibitors of S100A4-myosin IIA peptide binding, primary screen, biochemical, fluorescence polarization, TAMRA-MyoIIA peptide; Protein S100-A4 (Homo sapiens), P26447; inhibition, % at 10.7 µM; 0.14% of 360,000 active; AID 652163, 2013;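 active = mean inhibition of at least 70% across replicates, with every replicate also reaching that level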
Target sequence (P26447 whole entry, looked up): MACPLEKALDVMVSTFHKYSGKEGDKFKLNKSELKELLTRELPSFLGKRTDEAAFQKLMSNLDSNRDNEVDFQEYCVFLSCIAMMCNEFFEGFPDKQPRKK
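System – human S100A4 monomer protein, biochemical binding assay · Buffer or medium – Calcium-containing HEPES buffer, pH 7.2 · Timing – 5 min between mix addition and reading · Also added – TAMRA-labelled myosin IIA heavy-chain peptide probe, 5 nM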
An asterisk follows results filed as active; x = no result given; & = joins results of further samples. Outcome played no part in choosing rows. About 2.1% of those tested had a hit in this group.

SMILES	PGC1a acetyl inh	PAX8 reporter	FN deposition inh	ERAP1 HTS inh	EWS-Fli inh	LGR2 inh	PglD inh	S100A4 inh HTS
CCOC(=O)c1ccc(N2C(=O)C(CC(=O)NC)N(CCc3ccc(OC)c(OC)c3)C2=S)cc1 (stereo unspecified)	2.4	-4.7	-5.3	3.3	-14.0	x	0.9&-11.7	0.2&-1.6
CCCNC(=O)N1CC2(CN(C(=O)COC)C2)c2c(n(C)c3cc(OC)ccc23)[C@@H]1CO	1.0	x	x	-1.2	-8.0	-5.0	x	5.4
Cc1cc(C)n2nc(C(=O)N/N=C/c3cn(C)nc3C)nc2n1	10.7	-2.6	-7.3	3.5	13.8	10.7	4.3	-1.6
O=C(CSc1nnc(-c2ccccc2)n1-c1ccc(Cl)cc1)N/N=C/c1ccccc1C(=O)O	44.9*	16.3	-0.7	2.5	-1.7	10.6	-4.0	-1.3
O=C(CC1CC1)N1CC(=O)N2[C@H](CO)[C@@H](c3ccc(C#Cc4cccc(F)c4)cc3)[C@H]2C1	2.0	x	1.8	-5.4	-8.7	-6.4	x	9.9
CC(=Nc1ccccc1C)C1=C(O)CSC1=O	-3.8	x	x	-1.4	11.3	-7.7	-2.7	-4.9
COC(=O)C1=C(C)N(Cc2cccc(C(F)(F)F)c2)C(=NCc2ccccc2C(F)(F)F)NC1c1ccccc1C(F)(F)F (stereo unspecified)	x	-34.8	9.4	3.7	-7.0	2.8	x	-8.0
Cc1noc(C)c1NC(=O)Nc1cccc2c1O[C@@H](CN(C)Cc1ccc(Oc3ccccc3)cc1)[C@H](C)CN([C@@H](C)CO)C2=O	-13.9	x	-2.8	-0.6	4.7	5.9	0.9	6.3
O=C1COCCOCCOCCOCC(=O)NCCN1	14.8	4.7	0.4	-5.5	-1.5	x	5.2	1.3
Cc1ccc(S(=O)(=O)N2CCCOC2CNC(=O)C(=O)NCc2ccc3c(c2)OCO3)cc1 (stereo unspecified)	x	28.6	2.5	6.6	1.1	4.3	-1.0	-6.8
COCCNC(=O)C(=O)NCC1OCCN1S(=O)(=O)c1ccc2c(c1)OCCO2 (stereo unspecified)	9.1	12.6	-2.7	-4.2	3.3	14.3	x	2.1
CCCN(CCC)CC(O)Cn1c2ccccc2c2ccccc21 (stereo unspecified)	-4.7	6.4	-5.5	-4.6	0.5	-8.6	x	0.2
CS(=O)(=O)N1CCCC(C(=O)Nc2cccc(F)c2)C1 (stereo unspecified)	-8.8	-2.8	-5.4	0.4	14.0	11.6	-0.4	-0.2
Cc1cc(O)c(-c2cc(C(=O)Nc3sc4c(c3C(=O)NCc3ccco3)CCC4)[nH]n2)cc1C	-5.4	33.1	21.9	-0.2	4.8	-3.9	x	6.7
CN(C)c1nc(N(C)C)nc(N(C)C)n1	12.2	-24.4	-4.9	-0.3	2.8	-15.5	1.3	-7.6
COC(=O)C1C(=O)c2c(C)noc2CC1(C)C (stereo unspecified)	-5.7	2.8	-2.9	0.3	4.5	9.8	-3.7	0.6
CN(C)C(=O)C[C@@H]1C=C[C@@H](NC(=O)C2CCOCC2)[C@H](CO)O1	x	x	7.6	3.1	4.6	-8.8	x	41.6
O=C(c1cccc(NS(=O)(=O)c2ccccc2)c1)N1CCCC1	x	-18.1	-0.8	-1.0	x	4.7	0.7	19.7
CCN(C1CCS(=O)(=O)C1)S(=O)(=O)c1ccc2ccccc2c1 (stereo unspecified)	-2.6	-0.6	-5.5	-2.7	-5.8	3.4	-4.7	-9.8
CCCCCOc1ccc(Cn2ccnc2)cc1[N+](=O)[O-]	-6.2	-5.3	5.3	2.9	-14.7	-14.9	1.1	-0.7
COc1ccc(NC(=S)NCC2CCCO2)c(C)c1 (stereo unspecified)	x	36.1	1.5	3.0	-17.6	x	x	-5.7
COc1ccc(C(=O)N2CCC[C@@H]2C(=O)N2CCC[C@@H]2C(=O)NCc2ccccc2)cc1F	x	11.6	-10.5	-2.2	-7.3	-12.7	x	-4.3
CCC(Sc1nc2ncnc(N)c2[nH]1)C(=O)O (stereo unspecified)	1.0	-0.5	-6.3	0.5	2.6	-2.6	x	-1.6
CC(C)CN(C(=O)c1ccc(=O)n(C)n1)c1c(N)n(Cc2ccccc2)c(=O)[nH]c1=O	x	1.9	0.3	2.0	-4.3	13.5	x	6.9
CS(=O)(=O)c1ccc(Cl)c(NC(=O)COC(=O)c2ncc(Cl)c(Cl)c2Cl)c1	1.9	-8.3	0.3	-9.0	6.9	9.7	-1.6	-4.4
CCCCCCCCOC(=O)C[N+](C)(C)C/C=C(/C)Cl	3.0	14.1	x	12.4	11.1	-1.0	-6.8	3.4
COc1ccc(CN(C)C(=O)c2ccc3c(=O)n4c(nc3c2)CCC4)c(OC)c1	x	23.2	-2.0	-7.3	3.1	0.9	x	2.2
C=CCN(CC=C)S(=O)(=O)c1ccc(C(=O)Nc2nc3c(s2)CCc2ccccc2-3)cc1	-4.7	18.1	-7.1	x	x	11.4	10.1	x
O=C(C[C@@H]1C[C@H]2c3cc(NC(=O)C4CCOCC4)ccc3O[C@H]2[C@@H](CO)O1)NCc1cc(F)ccc1F	7.8	-5.8	x	-0.6	-7.1	-13.3	2.3	1.6
CC(C)NC(=O)N(C)C[C@@H]1Oc2ccc(NC(=O)C3CCCCC3)cc2C(=O)N([C@@H](C)CO)C[C@H]1C	x	-6.6	x	1.8	-5.6	14.6	-2.7	-4.5
C=CCn1c(SCC(=O)NC2CC2)nnc1-c1cccc(OC)c1	-2.1	x	2.3	-1.3	4.4	11.5	-4.2	-3.3
CCC(C)C(=O)Nc1nc(C)c(-c2csc(Nc3ccccc3OC)n2)s1 (stereo unspecified)	x	16.2	-1.8	-1.4	-1.8	-9.9	-1.4	-7.2
COC(=O)C(C)n1cnc2c(nnn2-c2cccc(Cl)c2)c1=O (stereo unspecified)	2.5	-18.2	-7.3	2.9	-2.6	-0.3	0.4	0.5
O=C(Nc1nc2c(Cl)cccc2s1)C1CC1	x	-28.3	4.7	8.5	-22.3	-4.1	-4.4	0.0
CCS(=O)(=O)N1CCN(C(=O)c2cccc3ccccc23)CC1	0.8	-4.5	-5.7	0.5	2.0	1.2	5.2	0.4
COc1cc(=O)n(C)c2c(OCC(O)C(C)(C)O)cccc12 (stereo unspecified)	x	-4.2	1.4	-2.4	-9.3	-4.1	2.3	-0.2
COc1ccc(OC)c(CN2CCN(C(=O)c3ccc(S(=O)(=O)N4CCCCCC4)cc3)CC2)c1	-4.8	21.2	-6.3	0.0	18.0	-9.7	9.7	-2.0
Cc1noc(C)c1NC(=O)N(C)C[C@@H]1OCCCC[C@@H](C)Oc2ccc(NC(=O)NC3CCCCC3)cc2C(=O)N([C@@H](C)CO)C[C@H]1C	-11.9	-7.3	3.1	-5.3	-5.7	-8.4	5.0	-8.0
COc1cc(NS(=O)(=O)c2ccc(NC(C)=O)cc2)nc(OC)n1	0.3	x	-4.7	x	x	0.5	-5.4	x
CCN(CC(=O)Nc1ccc(OC)cc1)C(=O)c1ccc2[nH]c3c(c2c1)CC(C)CC3 (stereo unspecified)	x	24.9	-15.8	3.7	-2.9	-13.4	-6.2	-0.3

Part of the list above, reduced to FN deposition inh:
canonical_smiles,FN deposition inh
O=C(Nc1nc2c(Cl)cccc2s1)C1CC1,4.7
CCS(=O)(=O)N1CCN(C(=O)c2cccc3ccccc23)CC1,-5.7
COc1cc(=O)n(C)c2c(OCC(O)C(C)(C)O)cccc12 (stereo unspecified),1.4

Next part:
SMILES	PGC1a acetyl inh	PAX8 reporter	FN deposition inh	ERAP1 HTS inh	EWS-Fli inh	LGR2 inh	PglD inh	S100A4 inh HTS
Cc1ccc(NC(=O)Cn2c(=S)[nH]c3ccccc32)cc1	x	-6.2	x	5.6	-7.1	-29.2	x	3.6
CS(=O)(=O)N(CC(=O)N1CCN(Cc2ccccc2)CC1)c1ccccc1F	36.9	-16.2	1.8	-0.2	-0.3	11.4	-3.2	2.8
CCOC(=O)/C(C#N)=C/c1cc2ccccc2nc1Cl	1.7	x	x	-1.0	8.9	-5.2	-6.3	2.0
Cc1ccc(-c2nnc(Oc3ccc(NC(=O)c4ccccc4)cc3)c3ccccc23)cc1	x	6.5	2.9	x	-10.6	2.4	x	x
CCC1(C)Cc2c(sc3nc(SCC(=O)c4ccccc4)[nH]c(=O)c23)CO1 (stereo unspecified)	4.5	5.3	3.5	-2.7	13.2	32.5	-2.1	-5.3
NC(=O)N/N=C/c1sc(=O)n(-c2ccccc2)c1Cl	x	-3.1	1.2	x	-15.6	-14.9	x	5.1
C[C@H](CO)N1C[C@H](C)[C@H](CN(C)C(=O)Nc2ccccc2)Oc2ccc(NC(=O)Cc3cn(C)c4ccccc34)cc2C1=O	-1.4	-30.0	x	-0.7	-8.2	7.1	1.0	-29.5
O=C(Nc1ccccc1)c1ccccc1Br	8.5	-40.8	-2.2	0.6	-26.9	-24.1	4.1	0.3
CC(C)[C@H](NC(=O)N1CCn2c1nc1ccccc12)C(=O)NCCc1ccccc1	x	8.8	-3.7	3.1	x	11.2	x	-6.6
NC(=O)Nc1ccccc1C(=O)Nc1ccc2ccccc2c1	x	-0.4	-3.0	3.1	-10.3	-19.6	-2.3	-2.9
O=C(COc1ccc2cc(-c3ccccc3)c(=O)oc2c1)NCC1CCC(C(=O)O)CC1 (stereo unspecified)	15.1	x	x	-1.5	-8.5	x	0.0	0.5
CC1CCCC(C)N1/N=C/c1ccc([N+](=O)[O-])cc1 (stereo unspecified)	-0.4	-3.8	2.2	-1.5	-33.6	-22.0	-2.3	-9.0
Cc1ccc(NC(=O)Cn2nnc(C(=O)NCc3ccc(Cl)cc3)c2N)cc1F	12.7	-5.6	-1.3	-8.9	x	9.7	-3.9	-1.9
CCOC(=O)c1c(NC(=O)c2c(C(=O)O)cccc2[N+](=O)[O-])sc2c1CCCC2	-8.3	-6.8	-5.1	-17.8	-6.2	18.1	5.2	0.1
COc1ccc(C(=O)c2c(C)oc3ccc(O)cc23)cc1	x	3.6	5.4	-5.2	23.7	-5.4	8.9	-1.0
CCCCCC[C@@H]([C@@H](C)O)n1cnc2c(N)ncnc21	-1.3	0.2	x	-1.5	7.1	11.1	4.8	-0.1

Exported with values under each structure: entries from further up
Every second line gives: PGC1a acetyl inh | PAX8 reporter | FN deposition inh | ERAP1 HTS inh | EWS-Fli inh | LGR2 inh | PglD inh | S100A4 inh HTS
CS(=O)(=O)N(CC(=O)N1CCN(Cc2ccccc2)CC1)c1ccccc1F
→ 36.9 | -16.2 | 1.8 | -0.2 | -0.3 | 11.4 | -3.2 | 2.8
CCOC(=O)c1c(NC(=O)c2c(C(=O)O)cccc2[N+](=O)[O-])sc2c1CCCC2
→ -8.3 | -6.8 | -5.1 | -17.8 | -6.2 | 18.1 | 5.2 | 0.1
CCC1(C)Cc2c(sc3nc(SCC(=O)c4ccccc4)[nH]c(=O)c23)CO1 (stereo unspecified)
→ 4.5 | 5.3 | 3.5 | -2.7 | 13.2 | 32.5 | -2.1 | -5.3
